HCMV inh – inhibitors of human cytomegalovirus; AID 1259415; 410,000 compounds, 4.5% hits; activity change, negative = inhibition, % at 57.5 µM; HFF cells, HCMV-luciferase reporter, 72 h; active compounds read low; in the data active = activity change below about -60%; inconclusive = no clear call, values can overlap the other calls; inactive = above about -39%
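Steps: HFFs plated, 16 h 37C; compounds added; HCMV-luciferase added to MOI 1 PFU/cell; 72 h 37C; OneGlo reagent, 5 min room temperature; luminescence read, normalized to controls.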
AmpC inh detg – AmpC beta-lactamase inhibition with detergent present | P00811 | AmpC hydrolysis of nitrocefin, absorbance 480 nm, 0.01% Triton | Potency, µM (highest dose often 114 µM), for inactives: at the top dose activity change, negative = inhibition, actives largely listed as inhibitors | 370,000 compounds, 0.041% hits | AID 485294; active = well fitted inhibition curve with a large enough effect; inconclusive = small, poorly fitted or top-dose-only effect;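 note: potency is the fitted concentration of half-maximal effect; 0% = no-compound wells and -100% = no-enzyme wells; nearly all actives have a fitted effect of over 25% in size; some results filed as inactive show a strong effect at the top dose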
Target sequence (P00811 whole entry, looked up): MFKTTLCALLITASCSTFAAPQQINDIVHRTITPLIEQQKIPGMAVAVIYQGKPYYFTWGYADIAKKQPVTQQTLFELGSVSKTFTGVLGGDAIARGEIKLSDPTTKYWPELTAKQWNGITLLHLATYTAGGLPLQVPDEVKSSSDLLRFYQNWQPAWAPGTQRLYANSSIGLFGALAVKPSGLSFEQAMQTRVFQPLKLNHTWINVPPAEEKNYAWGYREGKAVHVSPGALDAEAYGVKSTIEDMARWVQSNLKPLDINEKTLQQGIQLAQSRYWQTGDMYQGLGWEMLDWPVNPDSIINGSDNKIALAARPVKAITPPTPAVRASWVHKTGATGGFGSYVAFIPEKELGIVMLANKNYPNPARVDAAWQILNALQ
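AmpC (5.3 nM in the dispensed reagent) in 20 mM phosphate pH 7.0 with 0.01% (detergent screen) or 0.0001% Triton X-100 was preincubated with compounds for 15 min at room temperature. Nitrocefin was then added from an 800 uM solution, and hydrolysis was followed at 480 nm.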
Active calls of the source: *; ? = inconclusive. Unless noted, % is set by controls: 0 for no effect and ±100 for the full control effect. Not all compounds are listed; the hit share may differ from the screen's.

| smiles | HCMV inh | AmpC inh detg |
| --- | --- | --- |
| COc1cc(OC)cc(C(=O)N2CC(=O)Nc3ccc(Cl)cc3C2c2ccccc2)c1 (stereo not given) | -6.0 | 5.0% |
| CCOC(=O)c1cccc(NC(=O)C(C)n2nc(C)c3c(C)n(-c4ccccc4)nc3c2=O)c1 (stereo not given) | -10.2 | 3.5% |
| O=S(=O)(Nc1cccc(-c2ccc(N3CCCC3)nn2)c1)c1cc(F)ccc1F | 37.0 | 5.1% |
| COc1cccc(CNc2nc3ccccc3c3nc(-c4cccc(C)c4)nn23)c1 | 87.7 | 6.2% |
| CCc1ccc(NC(=O)CSc2nc3c(c(=O)[nH]2)CN(Cc2ccc4c(c2)OCO4)CC3)cc1 | -3.8 | 1.2% |
| COc1ccc(C2=C(C)C(=O)N(Cc3ccc(C(=O)NC(C)c4ccccc4)cc3)S2(=O)=O)cc1 (stereo not given) | 4.4 | 1.9% |
| CCOc1cccc(OCCCn2c(-c3ccc(Br)cc3)nc3ccccc3c2=O)c1 | -13.5 | -9.5% |
| Cc1nc2c3ccccc3nc(NNC(=O)CCC(=O)N3CCN(c4cccc(Cl)c4)CC3)n2n1 | -8.4 | -1.3% |
| Cc1cc(C)cc(-n2cnc3cc(C(=O)NC4CCCCCC4)ccc32)c1 | 52.3 | 9.4% |
| Cc1ccc2ncc3c(-c4ccccc4)nn(CC(=O)NC4CCCCC4)c3c2c1 | 9.9 | -4.1% |
| CCc1cccc(NC(=O)Cn2nc3c4cc(F)ccc4n(Cc4cccc(C)c4)cc-3c2=O)c1 | 16.7 | 11.2% |
| Cc1ccc2c(c1)N(CC(=O)NCCc1ccccc1)C(=O)CO2 | 7.5 | 15.1% |
| O=C(NCc1ccc(F)cc1)c1cccc(N2CCCS2(=O)=O)c1 | -0.2 | 0.4% |
| Cc1ccc(Cl)cc1N1CCN(C(=O)c2cnn(-c3ccc(Cl)cc3)c2C2CCNCC2)CC1 | -101.3* | 13.0% |
| CCC(=O)Nc1nnc2n1CCS2 | 0.4 | -7.3% |
| O=C(Nc1nc2ccccc2s1)c1ccc(S(=O)(=O)N2CCCC2)cc1 | -6.7 | 4.4% |
| Cc1ccc(-n2ccnc(NCCc3ccc(S(N)(=O)=O)cc3)c2=O)c(C)c1 | -36.2 | 2.9% |
| Cc1ccc(CSc2ccc3nnc(CCNS(=O)(=O)c4ccc(C)cc4)n3n2)cc1 | -3.3 | 16.4% |
| O=C(c1cnc(N2CCCCC2)c2ccccc12)N1CCN(c2cccc(Cl)c2)CC1 | 36.2 | 0.1% |
| CCCCc1nn2c(=O)cc(COC(=O)CNC(=O)COc3ccc(C)cc3)nc2s1 | 0.7 | -4.8% |
| COc1ccc(C(=O)Nc2ccccc2)cc1S(=O)(=O)Nc1ccc(Br)cc1 | -16.5 | -3.3% |
| CC1CCN(CC2CCN(C(=O)NCc3ccc(F)cc3)CC2)CC1 | 10.9 | 6.2% |
| CCOc1cc2sc(N3CCC(C(=O)Nc4ccc(C)cc4C)CC3)nc2cc1Br | 54.9 | 23.0% |
| COc1ccc(-c2cc3ccc(O)c(CN4CCN(C)CC4)c3oc2=O)cc1OC | -7.3 | -0.9% |
| Cc1ccc(CNC(=O)CN2CCN(Cc3ccc(F)cc3Cl)C2=O)cc1 | 8.4 | 15.1% |
| COc1ccc(C(=O)NCc2nc(-c3cccc(C)c3)no2)cc1OC | -22.7 | 4.5% |
| Cn1c(=O)oc2cc(S(=O)(=O)N3CCCC(C(=O)NCc4ccccc4Cl)C3)ccc21 (stereo not given) | -19.6 | 7.4% |
| O=C(Nc1cccc(F)c1)c1ccc2c(c1)N(Cc1ccccc1)C(=O)c1ccccc1S2(=O)=O | -88.6* | 1.0% |
| CCOc1ccc(CCNC(=O)Cn2ccc3cc(S(=O)(=O)N4CCCCC4)ccc32)cc1 | -14.5 | 19.6% |
| Cc1cccc(C)c1NC(=O)Cn1c(=O)n(Cc2ccco2)c(=O)c2ccc(C(=O)NC3CCCC3)cc21 | -10.6 | 1.1% |
| O=C(NCc1ccccc1Cl)c1ccc(CSCc2cccc(F)c2)o1 | -22.6 | -7.3% |
| Cc1ccc(NC(=O)CSc2nnc(C)c(=O)[nH]2)cc1 | -6.6 | -6.7% |
| CCOC(=O)c1cc(-c2ccccc2)n(CCCC(=O)Nc2ccc(C(C)C)cc2)c1C | 0.0 | 8.7% |
| CCOc1ccc(NC(=O)CN2CCSc3ccc(S(=O)(=O)N4CCCC4)cc32)cc1 | ? | 18.7% |
| O=[N+]([O-])c1cc(-c2nc(-c3cccnc3)no2)ccc1NCc1ccccc1 | 6.2 | -4.7% |
| CCOc1ccc(CNS(=O)(=O)c2ccc3c(c2)CCCN3C(C)=O)cc1 | -11.2 | -4.5% |
| Cc1ccc(-c2nc(C)c(CCNC(=O)C(=O)Nc3ccc4c(c3)OCCO4)s2)cc1 | 14.1 | 4.7% |
| COc1ccc(Nc2cc(C)nc(-n3nc(C)cc3C)n2)cc1Cl | -98.2* | 1.3% |
| COC(=O)c1ccc(OC)c(Cn2c(=O)n(-c3ccc(C)cc3)c(=O)c3c2cnn3C)c1 | 18.5 | -6.3% |
| Cc1c(C(=O)NCc2cccc(Cl)c2)sc2nc3n(c(=O)c12)CCCC3 | -3.7 | 26.9% |

Later entries:
SMILES	HCMV inh	AmpC inh detg
Cc1ccc(C(=O)c2sc(Nc3ccccc3)c(S(=O)(=O)c3ccccc3)c2N)c(C)c1	9.3	20.9%
Cc1ccc(-c2nc(CSc3nncn4c3cc3occc34)c(C)o2)cc1	-4.7	1.4%
COc1ccc(OCc2ccc(-c3nc(C#N)c(N4CCC(C)CC4)o3)o2)cc1	-15.3	27.2%
COc1ccccc1NC(=O)CSC1=Nc2ccccc2C2=NC(CC(=O)NCc3ccc4c(c3)OCO4)C(=O)N12 (stereo not given)	0.3	2.9%
CCOc1ccc(N(CC)S(=O)(=O)c2cc(Br)cc3c2N(C(C)=O)C(C)C3)cc1 (stereo not given)	-62.9*	4.3%
COc1ccc(CCNc2nc(-c3ccc(OC)c(OC)c3)cc(C(F)(F)F)n2)cc1OC	-20.4	5.7%
Cc1ccc(Cn2c(SCc3ccc(C(=O)N4CCCCC4)cc3)nc3ccncc32)cc1	-60.2*	9.0%
O=C(NCCc1ccc(Cl)cc1)c1cc2c(s1)-c1ccccc1OC2	-22.5	-2.4%
Cc1cc(C)c(NC(=O)CSc2nnc3[nH]c(=O)cc(C)n23)c(C)c1	67.5	-2.2%
CCN1CCN(c2ncnc3c2cnn3-c2ccc(C)c(C)c2)CC1	-1.2	7.3%
O=C1c2oc3ccccc3c(=O)c2C(c2ccccc2)N1Cc1ccc2c(c1)OCO2 (stereo not given)	12.8	2.1%
COc1ccc(NC(=O)c2ccc3c(=O)n4nc(Nc5cc(C)ccc5C)sc4nc3c2)cc1	?	21.6%
CC(=O)N1CCCC1c1nc2ccccc2n1Cc1cccc(Cl)c1 (stereo not given)	5.8	-0.6%
CCCNC(=O)CSc1nc(-c2ccc(OC)cc2)cc(C(F)(F)F)n1	-24.4	12.6%
COc1cc2[nH]c(=O)n(Cc3ccc(C(=O)N4CCN(c5cccc(C)c5C)CC4)cc3)c(=O)c2cc1OC	-107.9*	2.9%

The list goes on; it opens with the two that closed the last part.
SMILES	HCMV inh	AmpC inh detg
CCCNC(=O)CSc1nc(-c2ccc(OC)cc2)cc(C(F)(F)F)n1	-24.4	12.6%
COc1cc2[nH]c(=O)n(Cc3ccc(C(=O)N4CCN(c5cccc(C)c5C)CC4)cc3)c(=O)c2cc1OC	-107.9*	2.9%
Cc1nn(C)c2c1c(-c1ccccc1)cc(=O)n2Cc1ccc(F)cc1Cl	0.4	21.0%
CCC1CN(C(=O)N2CCC(C(=O)NCc3ccc(N(C)C)cc3)CC2)c2ccccc2O1 (stereo not given)	64.8	19.9%
CCOc1ccc(-c2nc(Cn3ccn4nc(-c5ccc(OCC)c(Cl)c5)cc4c3=O)c(C)o2)cc1	-14.9	14.5%
O=C(NC1CC(=O)N(c2ccc(Cl)cc2)C1)c1ccc(S(=O)(=O)N2CCCC2)cc1 (stereo not given)	31.4	-3.9%
CC1Cn2c(C(=O)NCc3cccc(Br)c3)cc3cccc(c32)S1 (stereo not given)	0.0	23.0%
Cc1ccccc1-c1nc(CS(=O)(=O)CC(=O)Nc2c(C)cccc2C)c(C)o1	-78.2*	?
Cc1cccc(NC(=O)c2cnn(-c3ccccc3)c2-n2cccc2)c1C	-29.7	25.7%
CC(C)(C)C(=O)NC1CC(=O)N(c2ccc3c(c2)OCCO3)C1 (stereo not given)	-18.6	1.5%
COc1cc(-c2nc3sccn3c2Nc2c(C)cccc2C)ccc1O	24.2	-5.8%
CCOc1ccccc1CNC(=O)Cn1ncn2nc(-c3cccs3)cc2c1=O	-1.6	14.9%
COc1ccc(Cl)cc1NC(=O)c1cc(S(=O)(=O)N2CCc3ccccc32)cn1C	4.3	17.8%
O=C(Nc1ccc(Br)cc1)C1CCN(c2ncccn2)CC1	-12.7	19.5%
CC(C)c1ccc(NC(=O)Cn2cc(S(=O)(=O)N3CCN(c4ccccc4F)CC3)c3ccccc3c2=O)cc1	8.3	16.8%
COc1ccc(C)cc1N(C)C(=O)c1c2c(nc3ccccc13)C(=O)N(C1CCCCC1)C2	-25.0	1.8%
COc1ccc(C(=O)NCC(c2cccnc2)N2CCc3ccccc32)cc1 (stereo not given)	-13.3	-3.4%
CCOC(=O)c1ccc(OC(=O)c2cn(-c3ccc(C)cc3)c(=O)c3ccccc23)cc1	-11.2	4.2%
COc1ccc(CNc2oc(-c3ccc(COc4ccccc4C)o3)nc2C#N)cc1	-28.9	0.2%
CCCCN(CC)CCCNC(=O)Cn1nc(CC)n2c(cc3sccc32)c1=O	-22.6	22.9%
CCOC(=O)c1c(NC(=O)c2ccc(S(=O)(=O)N(CCOC)CCOC)cc2)sc2c1CC(C)(C)NC2(C)C	?	-1.4%
COc1ccc(C(=O)c2oc3ccccc3c2NC(=O)c2ccc(F)cc2)cc1	-1.2	11.3%
Cc1ccc(C)c(OCCSc2nc3ccccc3n2CC(=O)N2CCOCC2)c1	-1.0	-1.1%
CC(C)CCNC(=O)C1CCC(Cn2c(=O)c3sccc3n(CC(=O)NC(C)C)c2=O)CC1 (stereo not given)	-1.2	9.5%
Cc1ccc(C(=O)Nc2nnc(SCc3cc(=O)n4ccc(C)cc4n3)s2)cc1	28.0	0.2%
COc1cc(C2NC(=O)N(C)C3=C2C(=O)N(c2cccc(Cl)c2)C3)ccc1O (stereo not given)	15.5	-0.1%
CC(C)COc1ccc(Nc2ncnc3ccc(Br)cc23)cc1	-5.0	-8.4%
COc1cccc(NC(=O)Nc2ccc3snnc3c2)c1	-22.6	16.1%
COc1ccc(Br)cc1CNC(=O)CCCn1c(=O)c2cccn2c2ccccc21	-29.9	-0.3%
CCOC(=O)c1cccc(NC(=O)C2CCN(S(=O)(=O)c3ccc4c(c3)oc(=O)n4C)CC2)c1	-103.3*	11.4%
CC(c1ccccc1)n1cc2c(c1-c1ccccc1Br)c(=O)n(C)c(=O)n2C (stereo not given)	5.2	19.5%
CCOc1ccc(-c2nc(-c3ccccc3)c(-c3ccccc3)[nH]2)cc1OCC	?	4.7%

Reformatted with two lines to a compound: part of the list above.
Each structure is followed by: HCMV inh	AmpC inh detg
- CCCCN(CC)CCCNC(=O)Cn1nc(CC)n2c(cc3sccc32)c1=O
  -22.6	22.9%
- CCOC(=O)c1c(NC(=O)c2ccc(S(=O)(=O)N(CCOC)CCOC)cc2)sc2c1CC(C)(C)NC2(C)C
  ?	-1.4%
- COc1ccc(C(=O)c2oc3ccccc3c2NC(=O)c2ccc(F)cc2)cc1
  -1.2	11.3%
- Cc1ccc(C)c(OCCSc2nc3ccccc3n2CC(=O)N2CCOCC2)c1
  -1.0	-1.1%

Following part:
SMILES	HCMV inh	AmpC inh detg
O=C(NCCc1ccc(F)cc1)C(=O)NCC(c1ccco1)S(=O)(=O)c1ccccc1 (stereo not given)	?	2.7%
CCOC(=O)c1noc2ncnc(N3CCN(c4cccc(Cl)c4)CC3)c12	-16.7	23.0%
COc1cccc(C(=O)NC(=O)Nc2ccc(-c3cc(C(F)(F)F)nn3-c3ccccc3)cc2)c1	-6.8	-4.1%
Cc1nn(C)c2c1c(C(F)(F)F)cc(=O)n2Cc1cccc(Br)c1	-5.2	-2.2%
COc1cccc(CNC(=O)Cn2ncc3c4ccccc4n(Cc4ccccc4)c3c2=O)c1	-21.3	14.3%
Cc1cccc(NC(=O)N2CCC(N3CCN(Cc4ccccc4)C(=O)C3=O)CC2)c1C	14.3	-1.6%
CCc1ccc(C(=O)c2cn(CC(=O)Nc3ccc4c(c3)OCO4)c3ccc(F)cc3c2=O)cc1	-11.4	0.8%
O=C(NCCCc1nc2ccccc2n1Cc1ccccc1F)c1ccco1	-33.5	-2.4%
Cc1ccccc1N1CC(c2nc3ccccc3n2CCC2CCCCC2)CC1=O (stereo not given)	?	-3.1%
